G9a inh = blocks human histone lysine methyltransferase G9a; G9a H3K9 monomethylation, AlphaScreen, 2 h; Potency, µM (top dose mostly 102 µM), for the others: at the highest dose activity, negative = inhibition, actives largely listed as inhibitors; 350,000 compounds, 8.8% hits; also: % is scaled to controls: 0 for no effect and ±100 for the full control effect; nearly all actives have a fitted effect of over 75% in size
Target sequence (Q96KQ7 913-1193 limits assumed): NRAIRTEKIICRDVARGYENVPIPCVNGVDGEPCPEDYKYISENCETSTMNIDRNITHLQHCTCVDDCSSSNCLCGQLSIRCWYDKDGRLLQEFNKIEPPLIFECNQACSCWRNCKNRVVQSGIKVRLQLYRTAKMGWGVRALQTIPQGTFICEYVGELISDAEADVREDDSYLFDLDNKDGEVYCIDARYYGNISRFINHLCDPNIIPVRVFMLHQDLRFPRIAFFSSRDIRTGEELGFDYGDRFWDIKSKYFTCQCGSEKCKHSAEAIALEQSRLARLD
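Enzyme 20 nM + cpd, 15 min RT; add b-H3K9 pep 500 nM / SAM 20 uM; 2 h RT; anti-H3K9me1 Ab 0.5 ug/mL + SA donor / anti-rabbit acceptor beads 20 ug/mL each, 10 min; AlphaScreen read.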
JMJD2A Tudor = blocks the human JMJD2A Tudor domain; AlphaScreen JMJD2A-Tudor / H3K4me3 peptide binding; Potency, µM (highest dose often 114 µM), without a hit: top-dose activity change, negative = inhibition, most hits filed as inhibitors; 390,000 compounds, 4.4% hits; AID 504339; also: % is scaled to controls: 0 for no effect and ±100 for the full control effect; nearly all actives have a fitted effect of over 50% in size
Pol beta inh = inhibitors of human DNA polymerase beta; Pol beta primer extension/strand displacement, fluorescence kinetic; AID 485314; Potency, µM (highest dose often 114 µM), without a hit: at the top dose activity change, negative = inhibition, usual class: inhibitors; 340,000 compounds, 1.3% hits; also: % is scaled to controls: 0 for no effect and ±100 for the full control effect
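Curves were derived by four-parameter Hill fits of normalized qHTS data. The kinetic fluorescent primer-extension read was taken at 0 and 10 min after 50 nM substrate, following a 15 min room-temperature preincubation of 10 nM enzyme with compounds.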
POLI inh = blocks human DNA polymerase iota activity | Q9UNA4 | Pol iota fluorescent replication assay, 10 min | Potency, µM (titrated, usually from 115 µM), for inactives: top-dose activity, negative = inhibition, usual class: inhibitors | 390,000 compounds, 1% hits | AID 588590
Target sequence (Q9UNA4 whole entry, looked up): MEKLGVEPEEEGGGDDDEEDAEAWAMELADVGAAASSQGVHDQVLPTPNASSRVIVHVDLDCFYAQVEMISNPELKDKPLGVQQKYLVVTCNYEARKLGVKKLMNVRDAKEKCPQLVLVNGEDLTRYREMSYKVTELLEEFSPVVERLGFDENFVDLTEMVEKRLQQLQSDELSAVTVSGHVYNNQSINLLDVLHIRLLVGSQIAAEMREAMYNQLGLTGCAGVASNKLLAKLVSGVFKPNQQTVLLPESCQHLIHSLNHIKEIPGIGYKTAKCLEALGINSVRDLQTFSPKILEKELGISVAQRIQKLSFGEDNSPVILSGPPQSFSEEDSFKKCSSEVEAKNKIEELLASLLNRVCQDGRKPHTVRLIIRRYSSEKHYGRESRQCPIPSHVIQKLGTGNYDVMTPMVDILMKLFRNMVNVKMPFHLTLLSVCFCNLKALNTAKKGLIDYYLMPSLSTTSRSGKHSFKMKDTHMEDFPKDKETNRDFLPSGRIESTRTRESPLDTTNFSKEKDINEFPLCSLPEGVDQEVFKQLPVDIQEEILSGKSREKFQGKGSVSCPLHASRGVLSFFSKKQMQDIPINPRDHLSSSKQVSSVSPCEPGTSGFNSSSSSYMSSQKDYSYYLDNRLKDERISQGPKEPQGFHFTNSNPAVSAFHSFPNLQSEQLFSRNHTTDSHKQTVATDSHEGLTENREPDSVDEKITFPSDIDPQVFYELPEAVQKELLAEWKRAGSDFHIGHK
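Pol iota at 10 nM preincubated 15 min with compounds at room temperature; reaction started with fluorescent substrate, 50 nM final. Fluorescence read kinetically at 0 and 10 min; buffer-only wells as negative control.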
Pol kappa inh = inhibitors of human DNA polymerase kappa; 400,000 compounds, 0.53% hits; AID 588579; Q9UBT6; purified Pol kappa, fluorescent DNA synthesis assay, 10 min; Potency, µM (series often up to 107 µM), without a hit: at the highest dose activity, negative = inhibition, hits mostly inhibitors; also: % is scaled to controls: 0 for no effect and ±100 for the full control effect
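Kinetic fluorescence readout at 0 and 10 min followed reaction start with substrate at 50 nM final. Beforehand, enzyme (10 nM Pol kappa) stood 15 min with compound at room temperature; buffer-only wells were negative controls.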
POLH inh = DNA polymerase eta (human) inhibition | Q9Y253 | recombinant Pol eta, fluorescent DNA replication assay | Potency, µM (doses to about 114 µM), for the others: top-dose activity change, negative = inhibition, hits mostly inhibitors | 390,000 compounds, 1.2% hits; also: % is scaled to controls: 0 for no effect and ±100 for the full control effect
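Pol eta at 10 nM preincubated with compounds 15 min at room temperature; reaction started with fluorescent substrate (50 nM final) and read kinetically at 0 and 10 min.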
BAZ2B block = inhibitors of human BAZ2B bromodomain; Q9UIF8; AlphaScreen BAZ2B-H3K14Ac peptide displacement; Potency, µM (highest dose often 114 µM), for inactives: at the highest dose activity change, negative = inhibition, actives largely listed as inhibitors; 360,000 compounds, 4.4% hits; also: % is scaled to controls: 0 for no effect and ±100 for the full control effect; nearly all actives have a fitted effect of over 60% in size
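BAZ2B (50 nM) with biotin-H3(5-23)K14Ac peptide (50 nM) in PBS pH 7.4, 0.01% Tween-20, preformed 30 min, then compound 30 min at room temperature; top concentration 110uM. AlphaScreen streptavidin donor/nickel chelate acceptor beads (10 ug/mL final), 20 min dark, signal read.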
BLM helicase inh = Bloom syndrome helicase (human) inhibition | recombinant BLM DNA unwinding, fluorescence dequenching | Potency, µM (top dose mostly 56.1 µM), inactives show top-dose activity change, negative = inhibition, hits mostly inhibitors | P54132 | 350,000 compounds, 0.2% hits;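 also: plate controls were vehicle for no effect and no enzyme for full effect; nearly all actives have a fitted effect of over 35% in size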
APEX1 inh = inhibitors of human APE1 endonuclease; P27695; recombinant APE1, TAMRA/BHQ-2 abasic DNA cleavage fluorescence; Potency, µM (series often up to 65.8 µM), for the others: at the highest dose activity change, negative = inhibition, hits mostly inhibitors; 350,000 compounds, 0.35% hits; AID 2517;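 also: plate controls were vehicle for no effect and reference inhibitor for full effect; nearly all actives have a fitted effect of over 55% in size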
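APE1 at 0.75 nM preincubated 15 min at room temperature with compound. Reaction then started with 50 nM double-stranded THF-abasic substrate labelled with TAMRA/BHQ-2, and 525/598 nm fluorescence read kinetically. Activity taken as third-minus-first read difference, normalized to DMSO and NSC13755 controls.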
Numbers without * were called inactive; u = inconclusive; x = no result given; [ ] = remark or other dose. Calls follow the shape of the dose curve; as a rule, active = well fitted curve in the direction sought with a large enough effect; inconclusive = small, poorly fitted or top-dose-only effect, or another doubt; inactive = no such curve, though single readings can be large; an effect the other way counts as inactive or inconclusive. Potency is read from the fitted curve at half-maximal effect. Some of the compounds tested; rates above refer to the full screens.

| structure | G9a inh | JMJD2A Tudor | Pol beta inh | POLI inh | Pol kappa inh | POLH inh | BAZ2B block | BLM helicase inh | APEX1 inh |
| --- | --- | --- | --- | --- | --- | --- | --- | --- | --- |
| O=C(Cc1ccccc1)Nc1ccc2oc(=O)ccc2c1 | 14% | 0% | -9% | 135%[activator] | -8% | 2% | -11% | -1% | -1% |
| NC(=S)NN=C1C=CCCC1 | x | u | x | 34%[activator] | -6% | -18% | x | x | x |
| C=CC[N@@+]12CC[C@]34c5ccccc5N5/C=C6\C7N(/C=C(\C53)[C@@H](C[C@@H]41)/C(=C/CO)C2)c1ccccc1[C@@]71CC[N@@+]2(CC=C)C/C(=C\CO)[C@@H]6C[C@@H]12 (stereo not given in full) | u | -17% | x | 8% | -14% | -24% | 4% | x | 3% |
| O=C(NCCCc1ccccc1)C(=O)NCC1OCCN1S(=O)(=O)c1ccccc1 (stereo not given) | x | -8% | x | 2% | -6% | -8% | x | x | x |
| COc1ccc(/C=N/NC(=O)c2ccccc2F)cc1CN1CCN(c2ccc(F)cc2)CC1 | -51%[59 µM] | -25% | -13% | 114%[activator] | -8% | -22% | 50µM* | -2% | 8% |
| CS(=O)(=O)c1ccc2nnn(OCC(=O)Nc3ccc(Br)cc3Br)c2c1 | -41% | 1% | -4% | 54%[activator] | -5% | -19% | -7% | 1% | -3% |
| COc1ccc(/C=N/NC(=S)Nc2ccccc2)cc1COc1ccccc1F | -1%[59 µM] | x | -17% | x | x | x | -34% | 1% | -2% |
| CCOc1ccc(NS(=O)(=O)c2cc3c(cc2C)N(C)CCO3)cc1 | 0% | u | 2% | 34%[activator] | 5% | -11% | -32% | -3% | 33% |
| CCOc1ccc(-c2nnn(CC(=O)c3cc(OC)ccc3OC)n2)cc1 | -35% | 1%[57.1 µM] | 8% | 8% | -25% | 1% | 14% | -5% | -5% |
| O=C(CNc1n[nH]c(=O)[nH]c1=O)N/N=C/c1ccccc1 | 3%[59 µM] | -13% | 8% | 21% | -2% | -4% | 1% | -5% | 3% |
| CCc1nc(C)c(C#N)c2cc(OC)c(OC)cc12 | u | 0% | 19% | 0% | -15% | -1% | -4% | -2% | -1% |
| Nc1cc(N)nc(SCc2cccc(F)c2)n1 | x | -7% | 7% | 13% | 11% | -18% | 10% | -1% | -11% |
| Cc1cc(NC(=O)COC(=O)c2ccc(C)c(C)c2)no1 | x | -16% | x | 95%[activator] | -6% | -15% | x | x | 5% |
| FC(F)(F)c1cccc(-c2nc(COc3ccc(Cl)cc3Cl)no2)c1 | x | 173%[activator] | -18% | -20%[58.9 µM] | -2% | -19% | 181%[activator] | -4% | -2% |
| Cc1ccc(Nc2nc3nonc3[nH]c2=O)cc1C | -33%[12.7 µM] | -5% | -12% | -6% | -4% | -16% | -11% | 3% | -12% |
| COC(=O)c1cc(OC)c(OC)c(OC)c1NC(=O)c1cc(=O)n(C)c(=O)n1C | 28µM* | -5% | -11% | 1% | -12% | 2% | -9% | -2% | x |
| CN(c1ccc(OCC(=O)N2CCN(c3ccc(F)cc3)CC2)cc1)S(=O)(=O)c1cccs1 | u | -21% | 9% | -27% | 1% | -17% | x | -20% | -6% |
| CC1(C)C2CC=C(/C=N/NC(=O)C(N)=O)C1C2 (stereo not given) | x | -10% | 1% | u | -10% | -1% | 1% | 1% | 0% |
| Cc1cccc(-c2nnc(SCC(=O)C(C)(C)C)n2C)c1 | -2% | -1% | 4% | 32%[activator] | -2% | -5% | -12% | -9% | -4% |
| CCCCCCOc1ccc(N2C(=O)CC(S/C(N)=N/N=C(\C)c3cccs3)C2=O)cc1 (stereo not given) | 12%[59 µM] | -25% | -7% | 12% | -10% | -21% | -6% | -5% | -4% |

2 entries picked at random from the list so far:
| structure | G9a inh | JMJD2A Tudor | Pol beta inh | POLI inh | Pol kappa inh | POLH inh | BAZ2B block | BLM helicase inh | APEX1 inh |
| --- | --- | --- | --- | --- | --- | --- | --- | --- | --- |
| CS(=O)(=O)c1ccc2nnn(OCC(=O)Nc3ccc(Br)cc3Br)c2c1 | -41% | 1% | -4% | 54%[activator] | -5% | -19% | -7% | 1% | -3% |
| CCCCCCOc1ccc(N2C(=O)CC(S/C(N)=N/N=C(\C)c3cccs3)C2=O)cc1 (stereo not given) | 12%[59 µM] | -25% | -7% | 12% | -10% | -21% | -6% | -5% | -4% |

Next part:
| structure | G9a inh | JMJD2A Tudor | Pol beta inh | POLI inh | Pol kappa inh | POLH inh | BAZ2B block | BLM helicase inh | APEX1 inh |
| --- | --- | --- | --- | --- | --- | --- | --- | --- | --- |
| CC(C)(C)NC(=O)NC(=O)COC(=O)CNS(=O)(=O)/C=C/c1ccccc1 | -9%[0.0925 µM] | 5% | -3% | 13% | 2% | -20% | -5% | 0% | -3% |
| Cc1cnc(C(=O)Nc2cc(F)ccc2C)cn1 | 19% | -12% | 0% | 5% | -13% | -3% | -19% | -5% | 3% |
| Cc1ccc(-c2nc3c(c(=O)[nH]c(=O)n3CC(C)C)n2CC(C)C)cc1[N+](=O)[O-] | u | -26% | -2% | 77%[activator] | -11% | -22% | -28% | -8% | 2% |
| Cn1c(=O)n(C)c2cc(S(=O)(=O)N3CCCCC3)ccc21 | 20% | -12% | 22% | 25% | 0% | 4% | -22% | -9% | 9% |
| COc1ccc(-c2csc(/C(C#N)=C\c3ccc(OC)c([N+](=O)[O-])c3)n2)cc1 | 13%[59 µM] | 6% | -2% | 20% | -12% | -9% | 4% | -5% | 4% |
| COc1ccc(Cc2nc3ccc(C(=O)NC(C)C)cc3o2)cc1 | x | -14% | x | 28% | -9% | -17% | x | x | x |
| CCOC(=O)c1cccc(NC(=O)CSc2nnc(C)n2Cc2ccccc2)c1 | 5%[2.33 µM] | 1% | -10% | 17% | -4% | -7% | -5% | 0% | -2% |
| CCC1CCCCN1S(=O)(=O)c1ccc(NC(=O)c2nc(S(C)(=O)=O)ncc2Cl)cc1 (stereo not given) | 40µM* | -29% | 1% | u | 3% | -16% | -23%[57.1 µM] | -9% | 30% |
| O=C(COc1ccc(Br)cc1Cl)NC(=S)Nc1ccccn1 | 79µM* | -12% | -7% | 3% | -3% | 0% | -16% | -8% | 34% |
| CCn1cc(C(=O)NC2CCCc3c2cnn3-c2cccc(C)c2C)cn1 (stereo not given) | x | x | 5% | x | x | x | 1% | 0% | -1% |
| CCc1ccc(S(=O)(=O)N2CCN(Cc3ccco3)CC2)cc1 | 86%[activator] | -14% | 0% | 37%[activator] | -5% | -15% | 3% | -6% | 13% |
| COc1cc(-c2cc3nc(C)c(C)c(=O)n3[nH]2)cc(OC)c1OC | 8% | -7% | u | -18% | -12% | -21% | 3% | -3% | -1% |
| O=c1cc(CO)oc2ccccc12 | x | -11% | x | 0% | 13% | -9% | x | x | 0% |
| CC1=C(C(=O)OC2CCC(C)CC2)C(c2ccc(O)c([N+](=O)[O-])c2)NC(=O)N1 (stereo not given) | u | -16% | 20% | -5% | 12% | -15% | u | -9% | 23% |
| O=c1c2ccccc2nc2sc(Nc3cccc(C(F)(F)F)c3)nn12 | -4%[59 µM] | -6% | 9% | 28% | -3%[60.1 µM] | -12% | -1% | -4% | -4% |
| O=C(c1ccoc1)N1CCC2(CC1)Oc1ccc(F)cc1C(=O)C21CC(c2cccnc2)=NO1 (stereo not given) | -44%[59 µM] | u | 10% | u | -1% | -9% | -27% | -2% | 4% |
| C=C1OC(CO)(n2cnc3c(N)ncnc32)C(O)C1O (stereo not given) | 26%[59 µM] | -10%[57.1 µM] | x | 28% | 6% | x | x | 3% | 12% |
| Cc1ccc(S(=O)(=O)N2CCOCC2)cc1C(=O)OCC(=O)N1CCCCC1 | x | -4% | x | -4% | 4% | -18% | x | x | 17% |
| Cc1ccc(C(=O)Nc2ccncc2)c(Cl)c1 | -8% | -3% | 28% | 113%[activator] | -9% | -2% | 5% | -2% | 14% |
| COc1cc(C(=O)NCc2nnc(SCC(=O)c3ccccc3)o2)cc(OC)c1OC | 40µM* | 12% | 33% | -39% | 9% | 2% | -10% | 0% | 23% |
| Cc1ccc2[nH]cc(C(=O)CN3CCC4(CC3)OCCO4)c2c1 | -2%[59 µM] | -21% | -18% | 3% | -10% | 3% | 10% | -13% | 6% |
| O=[N+]([O-])c1ccc(N2CCCCC2)nc1 | 20%[59 µM] | -17% | 5% | 1% | 4% | -9% | 5% | -15% | -7% |

BAZ2B block, hit marks shown above
structure | G9a inh | JMJD2A Tudor | POLI inh | Pol kappa inh | POLH inh | BAZ2B block | BLM helicase inh
COc1ccc(/C=N/NC(=O)c2ccccc2F)cc1CN1CCN(c2ccc(F)cc2)CC1 | -51%[59 µM] | -25% | 114%[activator] | -8% | -22% | 50µM* | -2%

Some of the entries above, reformatted.
smiles: O=C(Cc1ccccc1)Nc1ccc2oc(=O)ccc2c1
- G9a inh: 14%
- JMJD2A Tudor: 0%
- Pol beta inh: -9%
- POLI inh: 135%[activator]
- Pol kappa inh: -8%
- POLH inh: 2%
- BAZ2B block: -11%
- BLM helicase inh: -1%
- APEX1 inh: -1%
smiles: NC(=S)NN=C1C=CCCC1
- G9a inh: x
- JMJD2A Tudor: u
- Pol beta inh: x
- POLI inh: 34%[activator]
- Pol kappa inh: -6%
- POLH inh: -18%
- BAZ2B block: x
- BLM helicase inh: x
- APEX1 inh: x
